High-throughput results from PubChem BioAssay.
GLD-1 TGE inh – GLD-1-TGE RNA interaction inhibition (C. elegans). Q17339. purified GLD-1 + fluorescein TGE RNA, fluorescence polarization. inhibition, % at 5.96 µM. hit rate 0.44% among 320,000. AID 2280;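 active means percent inhibition above a per-plate cutoff, the plate mean of test compounds plus 3 SD, cut at about 30% in these data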;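 further: 0% = DMSO wells with GLD-1 and probe and 100% = wells lacking GLD-1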
VLA-4 inh – inhibition in a human VLA-4 binding assay; P13612; VLA-4 expressing cells, ligand binding flow cytometry; inhibition, % (about 7 µM as worked out from the volumes in the protocol); hit rate 0.2% among 330,000; in the data active means inhibition above about 50%
GRK2 aptamer HTS – blocks RNA aptamer binding to human GRK2; P25098; AID 488847; inhibition of aptamer binding, % at 10 µM; hit rate 0.59% among 330,000; bead flow cytometry, FAM-aptamer displacement from GRK2;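 active means inhibition of aptamer binding above 40%, roughly 3 SD of noise, on plates passing a quality check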;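 further: median bead fluorescence of bound FAM aptamer so fluorescent compounds give negative values; no value below 0 was filed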
MCL1-BIM inh – disrupts human MCL1 binding to BIM-BH3 peptide; inhibition, % at 10.9 µM; hit rate 0.68% among 320,000; GST-MCL1 / FITC-Bim-BH3 fluorescence polarization; Q07820; AID 2057;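 active means inhibition above the mean inhibition of all tested compounds plus 3 SD, set per campaign, cut at about 40% in these data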;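 further: 0% = DMSO wells and 100% = unlabeled Bim-BH3 peptide control; higher means more loss of mP so more displacement of Bim peptide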
Target sequence (Q07820 whole entry, looked up): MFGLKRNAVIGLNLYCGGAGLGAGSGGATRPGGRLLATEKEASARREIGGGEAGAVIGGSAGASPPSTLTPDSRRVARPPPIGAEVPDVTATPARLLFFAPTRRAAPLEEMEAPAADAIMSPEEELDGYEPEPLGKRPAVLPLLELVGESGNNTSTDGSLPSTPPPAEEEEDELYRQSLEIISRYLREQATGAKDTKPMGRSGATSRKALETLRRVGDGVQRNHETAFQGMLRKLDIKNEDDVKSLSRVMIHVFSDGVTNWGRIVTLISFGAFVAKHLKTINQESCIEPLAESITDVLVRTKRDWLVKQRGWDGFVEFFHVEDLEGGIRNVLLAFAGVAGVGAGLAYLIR
MEX-5 binding – C. elegans MEX-5 TCR-2 RNA binding activity; activity score (negative = inhibition of binding), % at 10 µM; hit rate 0.38% among 300,000; MEX-5/FITC-TCR2 RNA binding, fluorescence polarization; active compounds read low;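 active means inhibition past about -25% in most replicates, and total fluorescence under double the plate's negative control median, limit read from the data; inconclusive means replicates evenly split on the limit, or fluorescence at least double controls; inactive means too little inhibition in most replicates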;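 further: 0% = DMSO and -100% = 5 µM competing unlabeled TCR2 RNA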
Target sequence (Q9XUB2 whole entry, looked up): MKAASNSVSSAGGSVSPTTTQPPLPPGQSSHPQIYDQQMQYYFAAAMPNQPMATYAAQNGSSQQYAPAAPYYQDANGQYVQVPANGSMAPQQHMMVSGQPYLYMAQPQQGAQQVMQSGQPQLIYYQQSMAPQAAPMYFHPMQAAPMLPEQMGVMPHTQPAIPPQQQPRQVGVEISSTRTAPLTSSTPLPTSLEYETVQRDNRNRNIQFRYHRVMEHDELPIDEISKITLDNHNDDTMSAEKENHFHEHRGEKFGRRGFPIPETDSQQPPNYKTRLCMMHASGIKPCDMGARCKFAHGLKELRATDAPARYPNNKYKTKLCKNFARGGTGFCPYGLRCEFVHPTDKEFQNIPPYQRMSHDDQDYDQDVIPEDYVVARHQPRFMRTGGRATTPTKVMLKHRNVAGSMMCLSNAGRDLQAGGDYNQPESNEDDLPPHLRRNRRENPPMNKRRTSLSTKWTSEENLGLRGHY
Bcl-xL primary – Bcl-xL (human) inhibition; Q07817; GST-Bcl-xL / FITC-Bim BH3 peptide fluorescence polarization; inhibition, % at 10.9 µM; hit rate 0.7% among 320,000; AID 2129;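 active means inhibition above the mean of all tested compounds plus 3 SD, cutoff set per campaign, cut at about 30% in these data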;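 further: 0% = DMSO wells and 100% = unlabeled Bim-BH3 peptide competitor; inhibitors lower millipolarization by displacing the labeled peptide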
Yeast superoxide – lowers age-related superoxide in aged yeast cells | S. cerevisiae aged cells, superoxide DHE fluorescence; active compounds read low | superoxide response (% of plate mean), % at 10 µM | hit rate 0.18% among 330,000;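 active means superoxide response under a set limit, about three screen SD below normal, cut at about 65% in these data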;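 further: yeast aged for seven days with compound at 30 °C before DHE staining; 100% = average MFI of all compound-treated wells on the plate with controls excluded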
AGP1 TOR yeast – alters AGP1-GFP fluorescence in TOR pathway yeast screen; S. cerevisiae AGP1-GFP multiplex flow cytometry, 3 h; GFP as percent of DMSO wells; GFP response vs DMSO, % at 10 µM; hit rate 0.02% among 320,000;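 active means GFP response relative to DMSO above a set limit, near screen average plus 3 SD, cut at about 150% in these data; inconclusive means fewer than 70 cells counted for the yeast strain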;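 further: median GFP channel fluorescence of the gated AGP1 strain per well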
CIT2-GFP yeast – yeast TOR pathway CIT2-GFP modulation; S. cerevisiae CIT2-GFP strain, flow cytometry, 3 h; 100 means same as DMSO wells; GFP response vs DMSO, % at 10 µM; hit rate 0.065% among 320,000;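 active means GFP response relative to DMSO above a set limit, near the screen mean plus 3 SD, cut at about 150% in these data; inconclusive means Fewer than 70 cells measured for a yeast strain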;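 further: ratio of well median GFP fluorescence to mean of DMSO wells on the plate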
An asterisk follows results filed as active; ? = inconclusive; · = not tested or not shown; [ ] = remark or other dose.

Compound	GLD-1 TGE inh	VLA-4 inh	GRK2 aptamer HTS	MCL1-BIM inh	MEX-5 binding	Bcl-xL primary	Yeast superoxide	AGP1 TOR yeast	CIT2-GFP yeast
CC(=O)Nc1ccc(S(=O)(=O)N2CCSC2c2ccc(C)cc2)cc1 (centres undefined)	-4	5	1	-1	2.5	6	91	100	100
COc1ccc(SC[C@H](C)CN2CC[C@H](C(C)(C)C)CCC2=O)cc1	-1	12	0	6	·	5	89	95	94
CCn1c2ccccc2c2cc(NC(=O)C(=O)NCC3CCCO3)ccc21 (centres undefined)	1	8	0	5	3.2	8	109	86	88
CC1CCCN(C(=O)COC(=O)CNC(=O)c2ccc(Br)cc2)C1 (centres undefined)	2	12	2	-2	2.1	3	86	107	96
O=C(Cc1c[nH]c2ccccc12)N/N=C/c1ccc(F)cc1	4	15	6	7	-2.8	6	93	103	101
O=C(c1cc(-c2ccccc2Cl)nc2ccccc12)N1CCOCC1	2	1	0	-3	1.3	-4	95	86	84
COc1ccccc1NC(=O)NCCC1=CCCCC1	7	-4	7	16	-1.3	1	71	98	98
CCOC(=O)C1(Cc2ccccc2C(F)(F)F)CCN(C2CCN(C(C)=O)CC2)CC1	2	5	0	0	4.7	1	108	95	·
O=C(C1CCN(c2nnc(-n3cccc3)s2)CC1)N1CCCCC1	7	11	2	-2	0.8	1	121	99	96
Cn1cc(CN2CCC(C(=O)Nc3ccc(Oc4ccccc4F)cc3)CC2)cn1	0	-5	1	7	-2.4	2	117	95	105
COCCNC(=O)c1ccc2nc(Cc3ccc(OC)c(OC)c3)oc2c1	6	6	1	4	-0.4	5	104	102	98
CNC(=O)COC(=O)c1ccc(Cl)c(S(N)(=O)=O)c1	6	2	2	-2	-1.3	-3	94	112	114
CCCN1C(=O)/C(=C2\SC(N3CCCCC3)=NC2=O)c2ccccc21	6	-5	1	5	-4.2	2	99	88	83
O=C(COc1ccccc1)N1CCN(c2ccccc2)CC1	-2	2	0	8	-0.1	6	82	91	95
COc1ccc(C(=O)N2CCC(C(=O)O)CC2)c2ccccc12	4	3	0	-1	-2.6	4	101	95	106
CC(C)(C)OC(=O)NC(Cc1ccccc1)C(=O)NCCCC(=O)O (centres undefined)	-6	3	0	-3	1.5	0	97	96	104
Cc1ccc(CNC(=O)C(=O)NCCCn2ccnc2)cc1	6	12	0	3	1.1	1	103	105	101
CC(=O)Nc1ccc(S(=O)(=O)Nc2nc3ccccc3nc2Nc2ccc3ccccc3c2)cc1	-24	3	4	-38	2.7	-17	92	99	96
COc1cccc(C(=O)O/N=C(\N)c2ccccn2)c1OC	-5	3	0	1	-0.7	-1	110	88	95
CC(CCc1ccc(O)cc1)N(C)CCc1ccccc1 (centres undefined)	5	1	4	6	-0.7	3	97	100	101
CC(C)CCNC(=O)c1cccc(Cl)c1	2	8	6	4	-0.5	6	97	93	82
Cc1cc(-c2ccc(C)c(S(=O)(=O)NCCc3ccco3)c2)on1	-3	0	2	-4	-0.3	-7	92	94	95
c1cc2c(cc1C1CCCCC1)c1c3n2CCN=C3CCC1	-12	18	0	6	1.4	8	88	92	92
Cc1ccccc1CNC(=O)CC1C(=O)NCCN1Cc1c(F)cccc1Cl (centres undefined)	2	4	2	-3	-0.7	3	95	102	100
Cc1cccc(Cc2c(C)nc3nc(SCC(=O)O)nn3c2C)c1	0	16	0	3	-2.5	1	86	95	89
COc1ccc(-c2csc(N(CCc3ccccc3)C(=O)COc3ccccc3)n2)cc1	4	35	0	2	0.7	1	124	97	85
COc1ccccc1CN1CC(C(=O)NCCn2ccc(C)n2)CCC1=O (centres undefined)	-4	15	1	-7	1.1	3	94	98	94
CCN(CC)CCN(C)C1CCC(c2ccccc2)CC1 (centres undefined)	-2	7	0	4	·	5	87	105	103
Cc1c(-c2ccc(F)cc2)[n+](=O)c(-c2ccc(F)cc2)c(C)n1[O-]	9	28	0	1	-1.0	8	94	106	97
Cc1ccc(-c2csc3ncnc(NCCN4CCOCC4)c23)cc1	-1	-11	2	5	-0.8	2	102	100	90
CCOC(=O)N1CCN(C(=O)CC(C(=O)N2CCc3ccccc32)n2ccnc2)CC1 (centres undefined)	4	-3	0	8	2.1	3	106	·	104
O=c1c2ccccc2nc(/C=C/c2ccc(O)cc2)n1CCc1ccccc1	-7	3	1	19	-1.7	1	99	97	120
CC(=O)Nc1nc2cc(C(N)=O)ccc2s1	0	10	3	0	·	2	110	97	98
COc1cccc(OCC(=O)NNC(=O)Cc2cccs2)c1	7	12	0	8	0.3	7	117	99	100
COc1cc(/C=C2/NC(=O)N(c3cccc(Cl)c3)C2=O)ccc1O	-5	-8	0	11	0.7	-2	100	99	109
O=C1OCCC1Sc1nnc(-c2ccc(O)cc2)o1 (centres undefined)	-5	9	0	8	0.2	-2	111	105	104
O=[N+]([O-])c1cccnc1N1CCN(c2ccccc2F)CC1	-3	4	46*	4	-2.2	5	101	96	87
CCCC(=O)Nc1cc(C)c(NC(=O)C23CC4CC(CC(C4)C2)C3)cn1	2	-5	0	0	0.2	2	111	102	98
CC(C)[C@]1(c2ccc(Cl)cc2)ON(c2ccccc2C(F)(F)F)C1=O	-6	23	0	0	·	0	113	100	106
CC(Sc1nnc(-c2ccc(Cl)cc2Cl)n1Cc1ccccc1)C(=O)Nc1nccs1 (centres undefined)	6	-2	0	-3	1.2	4	115	90	80
O=C(CSc1cn[nH]n1)Nc1ccccc1C(=O)O	-2	-8	0	6	-2.9	4	100	91	91
CCOC(=O)Cn1nnnc1CN(Cc1cccs1)Cc1cc2cc(C)ccc2[nH]c1=O	5	-3	1	-7	-1.0	-4	106	97	99
COC(=O)Cc1cc(=O)n(-c2nc3ccccc3s2)[nH]1	-4	15	1	13	-4.8	9	84	100	93
COc1ccc(/C=N/NC(=O)CN(C2=NS(=O)(=O)c3ccccc32)c2ccccc2)cc1OC	6	-6	0	-1	-2.1	6	92	110	113
Cc1ccccc1NC(=O)Cc1nc(COC(=O)/C=C/c2ccccc2)cs1	4	-2	0	-12	1.4	-1	88	106	101
CC(C)(C)c1ccc(NC(=O)COC(=O)C2(C)CC2(Cl)Cl)cc1 (centres undefined)	2	32	0	-6	0.6	-2	100	106	108
Cn1ccnc1SCC(=O)Nc1cccc(O)c1	4	-6	0	0	3.7	8	84	·	108
O=C(NCCCNc1ccc(C(F)(F)F)cc1[N+](=O)[O-])c1ccc(F)cc1	-11	0	9	0	1.5	2	105	78[may fluoresce red]	76[may fluoresce red]
COc1ccc(NC(=O)Cn2nnc(C(=O)NCc3ccccc3OC)c2N)cc1Cl	2	2	5	-6	2.2	4	91	107	109
Cc1ccc(N2C(=O)C3CCC(c4ccccc4)CC3C2=O)cc1 (centres undefined)	1	8	2	7	-3.7	6	106	92	93
COc1ccc(NC(=O)CC2C(=O)N(c3ccc(OC)cc3)C(=O)N2CCN2CCN(C)CC2)cc1 (centres undefined)	-2	-2	0	4	-6.0	3	95	108	107
Nc1nnc(SCC(=O)Nc2cccnc2Cl)s1	1	2	0	7	-0.8	6	100	89	78
NS(=O)(=O)c1ccc(NC(=O)COc2ccc(C(=O)c3ccc(F)cc3)cc2)cc1	-2	4	0	-8	-1.6	1	114	?	98
O=C(Cn1ncc2c3ccccc3n(Cc3ccccc3)c2c1=O)NCCN1CCOCC1	-1	7	1	1	-1.1	9	89	?	?
CC(=O)Nc1ccc(-c2nc3ccccc3o2)cc1	11	7	0	4	1.9	3	92	95	95
COc1cccc(/C=N/Nc2ccc([N+](=O)[O-])cn2)c1O	8	-26	2	12	-0.3	11	119	99	97
Cc1cc2nc(SCCOC(=O)Nc3cccc(Cl)c3)nc(C)c2cc1C	-3	0	1	-2	-3.6	0	93	101	102
COc1cccc(NC(=O)NCc2ccccn2)c1	6	9	0	-1	0.4	-1	97	97	93
COCCNC(=O)CSc1cc(-c2ccccc2)c2ccc(OC)cc2n1	-2	-5	0	-3	1.2	6	106	101	94
CC1(C)c2ccccc2N2CCC(=O)NC21/C=C/c1ccco1 (centres undefined)	8	2	0	1	1.7	7	106	103	128

Next records follow.
Compound	GLD-1 TGE inh	VLA-4 inh	GRK2 aptamer HTS	MCL1-BIM inh	MEX-5 binding	Bcl-xL primary	Yeast superoxide	AGP1 TOR yeast	CIT2-GFP yeast
CCNc1nc(NCC)n2c(SC(C(=O)Nc3cc(C)ccc3C)c3ccccc3)nnc2n1 (centres undefined)	7	0	0	2	1.5	7	97	107	108
COc1ccc(OC)c(N(CC(=O)NCc2ccncc2)S(C)(=O)=O)c1	-4	29	4	-2	-0.3	-1	100	90	87
O=C(NC1CCSC1=O)c1ccc(Oc2ccc(F)cc2)nc1 (centres undefined)	2	10	0	0	-0.1	2	96	99	116
O=C(NCCc1ccc(Cl)cc1)c1cccc(N2CCCC2=O)c1	3	1	0	0	·	1	85	96	96
Cc1ccc(S(=O)(=O)N(Cc2ccccc2Cl)C(=O)N2CCN(C)CC2)cc1	2	9	0	0	-0.4	-4	101	106	89
O=C(Nc1cccnc1)c1cccnc1	4	-14	0	-4	1.6	0	101	91	86

Rows were taken by chance. Share with any hit: about 2.1%.
